# Assay outcomes (PubChem BioAssay)
# EP2 mod – EP2 receptor (human) modulation. P43116. EP2-expressing cells, cAMP HTRF FRET, PGE2 co-stimulation. induction, % at 25 µM. 260,000 compounds, 0.83% hits;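 active = compounds whose cAMP rise, as percent of the full-agonist control response, exceeds 60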;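 also: rat C6 glioma line stably carrying human EP2 under a CMV promoter; the protocol text gives 20 µM as final concentration; 100% = response of wells given 1 µM PGE2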
# NPY Y1 blocker – antagonists of human neuropeptide Y receptor Y1; inhibition, % at 3.6 µM; 200,000 compounds, 1% hits; HEK293-CNG Y1 cells, membrane potential fluorescence; NPY at EC95, then isoproterenol;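 active = inhibition above the campaign mean inhibition of all tested compounds plus 3 SD, cut at about 20% in these data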;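 also: 0% = DMSO wells given NPY plus isoproterenol and 100% = isoproterenol alone without NPY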
#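 Material: HEK293 cells with Y1 receptor plus CNG channel; times: compound incubation 1 h at room temperature, readout 45 min post-stimulation; signal: fluorescence, membrane potential probe; read-out basis: fluorescence ratio normalized to % inhibition between controls; benchmarks: full-block control isoproterenol-only wells, zero-block control NPY plus isoproterenol wells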
# PPC-1+TRAIL kill – kills PPC-1 cancer cells in the presence of TRAIL | PPC-1 cells + TRAIL, ATPLite viability luminescence | cell killing (% activity), % at 4 µM | 220,000 compounds, 0.41% hits;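 active = cell killing above 50% in the first pass at 4 µM, then a duplicate retest at 5 µM averaging 50% or more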;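 also: plate controls were cells with TRAIL plus DMSO for no effect and medium-only wells lacking cells for full effect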
# PGE2 EP2 inh – inhibitors of human EP2 prostaglandin E2 receptor; inhibition, % at 25 µM; AID 1422; 260,000 compounds, 0.52% hits; C6 glioma cells expressing human EP2, cAMP TR-FRET; cells stimulated with saturating PGE2;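 active = percent inhibition above 40 after rounding to a whole number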;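 also: rat C6 glioma host cells with rolipram phosphodiesterase inhibitor present; the protocol text gives 20 µM as final concentration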
# TRPN1 ag – zebrafish TRPN1 (NompC) channel agonism. HEK293 zebrafish TRPN1-YFP, Fluo-8 calcium fluorescence; 100% = response to 87 µM carbachol. activation, % at 3 µM. 220,000 compounds, 0.18% hits;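 active = activation above its plate's cutoff, the mean activation of test wells on that plate plus 3 SD, cut at about 19% in these data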;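 also: 0% = DMSO alone and 100% = 87 µM carbachol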
#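 Assay system: Zebrafish TRPN1-YFP in HEK293 cells | Incubation: Dye loading 1 h at 37 °C, then 30 min room temperature | Measured by: Kinetic Fluo-8 fluorescence, ex 470-495, em 515-575 nm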
# CHOP inh – blocks CHOP induction under ER stress. inhibition, % at 10 µM. CHO-K1 CHOP-promoter luciferase, tunicamycin-induced, 15-18 h. 220,000 compounds, 3.8% hits;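 active = compounds that reduced the stress-induced luciferase reporter signal by more than about 70% of percent inhibition, limit read from the data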;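 also: 0% = tunicamycin plus vehicle and 100% = wells without tunicamycin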
# 14-3-3 Bad PPI – disrupts binding of bovine 14-3-3 zeta to phospho-Bad peptide | P63103 | TR-FRET 14-3-3zeta/Dy647-pBad peptide displacement, 1 h | inhibition, % at 21.7 µM | 220,000 compounds, 0.71% hits;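 active = inhibition above about 70%, limit read from the data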;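 also: 0% = full 14-3-3 plus peptide FRET controls and 100% = background without 14-3-3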
# Target sequence (P63103 whole entry, looked up): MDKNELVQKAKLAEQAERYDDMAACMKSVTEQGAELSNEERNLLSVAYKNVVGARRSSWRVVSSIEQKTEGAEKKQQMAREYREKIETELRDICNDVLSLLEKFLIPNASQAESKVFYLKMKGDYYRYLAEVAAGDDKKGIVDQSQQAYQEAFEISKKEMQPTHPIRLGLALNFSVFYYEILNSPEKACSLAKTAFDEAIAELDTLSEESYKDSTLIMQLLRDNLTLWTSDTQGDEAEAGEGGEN
# NPY-Y1 PAM-ag – potentiators or agonists of human neuropeptide Y receptor Y1; AID 1304; activation, % at 3.6 µM; NPY-Y1 expressing cells, potentiator/agonist activation; 220,000 compounds, 0.37% hits; in the data active = activation above about 33%, passing the limit was not always enough;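 also: cells stimulated with NPY at EC10 then isoproterenol at EC100; 0% = low agonist plus stimulus and 100% = saturating agonist plus stimulus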
# TRPML3 agonist – agonists of human TRPML3 channel | HEK293 TRPML3-YFP, Fluo-8 calcium fluorescence; 100% = the carbachol control signal | activation, % at 3 µM | 220,000 compounds, 0.29% hits | Q8TDD5;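 active = activation above its plate's cutoff, the mean activation of the plate's test wells plus 3 SD, cut at about 12% in these data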;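 also: 0% = DMSO only wells and 100% = carbachol wells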
# Target sequence (Q8TDD5 whole entry, looked up): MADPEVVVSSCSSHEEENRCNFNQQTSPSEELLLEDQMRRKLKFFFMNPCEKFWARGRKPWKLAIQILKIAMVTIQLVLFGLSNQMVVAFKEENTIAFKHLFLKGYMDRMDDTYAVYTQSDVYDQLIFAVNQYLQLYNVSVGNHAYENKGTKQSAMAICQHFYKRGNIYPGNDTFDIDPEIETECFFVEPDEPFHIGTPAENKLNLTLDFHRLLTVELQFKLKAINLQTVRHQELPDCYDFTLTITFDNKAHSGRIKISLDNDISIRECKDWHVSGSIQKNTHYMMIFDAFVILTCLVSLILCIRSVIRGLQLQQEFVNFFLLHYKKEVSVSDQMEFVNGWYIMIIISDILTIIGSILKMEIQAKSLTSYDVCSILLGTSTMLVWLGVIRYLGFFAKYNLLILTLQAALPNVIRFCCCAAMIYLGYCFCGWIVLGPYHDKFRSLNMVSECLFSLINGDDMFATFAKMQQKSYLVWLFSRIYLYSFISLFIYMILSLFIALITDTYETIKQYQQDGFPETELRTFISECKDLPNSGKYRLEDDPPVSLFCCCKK
#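 system = HEK293 cells stably carrying human TRPML3-YFP | doses = one concentration, 3 µM nominal, 0.3% DMSO | timing = dye loading 1 h 37 °C then 30 min ambient, 125 s read | detection = Fluo-8 calcium dye fluorescence, ex 470-495, em 515-575 nm | benchmarks = high control carbachol 87 µM, low control DMSO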
# * = called active by the depositor; . = no result given; & = joins results of further samples; ! = not confirmed by another sample; [ ] = remark or other dose. These rows are one share of the data. The share of hits here may be higher or lower than overall.
Molecule	EP2 mod	NPY Y1 blocker	PPC-1+TRAIL kill	PGE2 EP2 inh	TRPN1 ag	CHOP inh	14-3-3 Bad PPI	NPY-Y1 PAM-ag	TRPML3 agonist
Cc1nc(NCC2CCCO2)c2nnn(Cc3ccccc3)c2n1 (configuration not stated)	11	-1	17	2	-0.1	9	5[fluorescence artefact?]	-13	0.0
CN(C(=O)c1ccccn1)c1nnc(-c2ccncc2)s1	.	4	.	.	2.0	.	.	-5	0.8
CCCCNC(C(=O)Nc1ccc(Cl)c([N+](=O)[O-])c1)c1ccccc1 (configuration not stated)	6	-3	17	9	-0.7	53	16	12	0.5
COc1ccc(C2NC(=S)N(c3ccccc3)C(C)=C2C(=O)Nc2ccccc2)cc1 (configuration not stated)	-5	0	13	18	-1.9	13	-11	30	0.2
Cc1ccnc(NS(=O)(=O)c2ccc(NC(=O)Cc3cccs3)cc2)n1	16	0	13	8	-0.8	9	-11	0	0.3
Cc1cc(C)c(C#N)c(SCC(=O)Nc2ccccc2C)n1	-19	-3	14	3	-0.1	-4	-5	14	-0.1
C(#Cc1ccccc1)CN1CCN(c2ccccn2)CC1	-49	4	17	7	1.2	-22	42	5	0.3
COc1ccc(NC(=O)COc2ccc(/C=N/NC(=O)c3cccnc3)cc2OC)cc1	0	-3	30	13	1.7	17	-20	11	0.4
O=c1c(Cc2ccc(F)cc2)c(O)ccn1Cc1cccc(Cl)c1	20	-2	4	14	2.0	23	-1	7	0.9
COc1ccc(/C=N/NC(=O)COc2cccc3cccnc23)cc1OC	-51	3	16	3	-0.1	15	-13	-2	0.9
COc1ccc2[nH]c(=O)c(CN(C(=O)COc3ccccc3)C(C)C)cc2c1	13	2	-4	11	0.2	-2	9	8	-1.7
CCCC(=O)Nc1ccccc1N1CCN(C(=O)c2ccccc2)CC1	3&-4	0	10	8&15	-1.3	47	-7	14	0.4
CCCCNC(=O)CCc1nc2cccnc2n1Cc1ccc(OC)cc1	-7	3	-3	16	-0.6	14	-2	5	0.1
C(=C\c1ccccc1)/C=N/Nc1nncc(-c2ccccc2)n1	-13	-4	22	5	-0.8	-1	5	0	0.7
C/C(=N\N=C1/NC(=O)C(C)S1)c1ccco1 (configuration not stated)	26	1	6	5	0.6	-12	-3	-13	0.1
CCc1nnc(NC(=O)COc2ccccc2[N+](=O)[O-])s1	-20	.	8	11	0.4	0	3	2	0.3
COCCn1c(SCC(=O)NNC(=O)c2ccc(OC)c(OC)c2)nc2ccccc2c1=O	36	-3	17	4	1.1	10	-2	4	0.5
COc1ccc(C2=C(CN(C)C)C(c3ccccc3)c3ccccc3O2)cc1 (configuration not stated)	23&-7	23*!	6&17	11	-0.7&-1.0	104*!	16&1[fluorescence artefact?]	-17&-39	-1.2&-0.1
O=C(CSc1nnc(-c2ccncc2)n1-c1ccc(Cl)cc1)Nc1ccc(C(=O)O)cc1	14	0	0	-1	1.1	16	-9	-5	1.4
COc1ccc(OCC(=O)Nc2ccc(S(=O)(=O)N3CCN(C)CC3)cc2)cc1	-11&12	0	5	1&6	0.3	-11	-5	7	0.9
CC1CCCN(C(=O)Cn2cnc3c2c(=O)n(C)c(=O)n3C)C1 (configuration not stated)	-11	9	16	10	1.0	-13	-10	7	0.8
COc1ccc(NC(=S)N(CCCN2CCCCC2)Cc2cccs2)cc1	-5	1	14	9	0.9	23	23[fluorescence artefact?]	-12	0.4
Cc1ccc(Sc2cc(C)nc(-c3ccccn3)n2)cc1	9	.	5	5	0.2	-122	-1	7	-0.6
CCCCn1cnc2c(=S)nc(N)[nH]c21	-3	.	-10	9	1.7	6	-15	15	0.7

# Only PPC-1+TRAIL kill (two entries from above):
smiles	PPC-1+TRAIL kill
COc1ccc(OCC(=O)Nc2ccc(S(=O)(=O)N3CCN(C)CC3)cc2)cc1	5
COc1ccc(C2=C(CN(C)C)C(c3ccccc3)c3ccccc3O2)cc1 (configuration not stated)	6&17

# Further records:
Molecule	EP2 mod	NPY Y1 blocker	PPC-1+TRAIL kill	PGE2 EP2 inh	TRPN1 ag	CHOP inh	14-3-3 Bad PPI	NPY-Y1 PAM-ag	TRPML3 agonist
c1cnc2ccc3ncccc3c2c1	-9	.	30	7	1.2	7	2	8	1.1
O=C(COC(=O)C1CC(=O)N(Cc2ccccc2)C1)c1ccc(F)cc1 (configuration not stated)	-7	-3	16	3	0.4	1	2	5	1.5
CC(=O)Nc1cccc(Oc2cc(C#N)c(C#N)cc2N2CCCCCC2)c1	26	1	6	13	-1.0	40	-11	6	-0.7
COc1ccc(-c2c(-c3ccc(O)cc3O)n[nH]c2C(F)(F)F)cc1	23	.	10	5	-2.2	1	-2	5	-0.3
COc1ccc(S(=O)(=O)Nc2nc3n(n2)C(c2ccc(Cl)cc2)CC(=O)N3)cc1 (configuration not stated)	-6	3	14	.	0.2	-15	8	4	-0.1
O=C(CN1CCOCC1)N/N=C/c1ccc(-c2cccc(Cl)c2Cl)o1	-28	.	-17	3	-2.9	47	77*	-5	0.5
CSC1=N/C(=C\c2c(F)cccc2Cl)C(=O)S1	-15	1	39	15	0.9	74*	11	-13	0.5
COc1cccc(CN2CCN(Cc3cccc4c3OCO4)CC2CCO)c1 (configuration not stated)	-4	2	-1	3	-1.8	8	-7	13	0.8
COc1cc(C(=O)Nc2ccc3oc(-c4cccnc4)nc3c2)cc(OC)c1OC	-50	-3	12	12	2.0	1	-2	5	1.7
N=C1C(c2ccccc2)=C(O)CN1c1ccccc1N1CCOCC1	-14	14	-8	10	-0.4	2	-19[fluorescence artefact?]	12	0.3
CCCS(=O)(=O)c1c(S(=O)(=O)CCC)c2c(N)cccn2c1C(=O)c1ccc(Br)cc1	44	-12	18	11	2.6	-16	-15[fluorescence artefact?]	-3	0.8
Cn1c(N2CCCCC2)nc2c1c(=O)n(Cc1cccc(Br)c1)c(=O)n2C	15	-4	11	12	0.1	70	1	-3	-0.3
COc1ccc(C(=O)N2CCCC2)cc1	7	5	13	5	0.5	18	2	-21	0.6
O=C(CNS(=O)(=O)c1cccs1)NCc1ccccc1	13	-3	9	9	0.7	4	0	-17	0.6
Cc1ccc(OC(=O)c2ccccc2C(=O)OCC(F)(F)C(F)F)cc1	26	-1	10	17	-0.6	55	12[fluorescence artefact?]	-26	0.5
O=C(/C=C/c1ccco1)OCc1nnc(-c2ccccc2)o1	-62	6	5	15	0.1	20	-2	1	0.4
COc1ccc(S(=O)(=O)N2CCN(c3ccccc3)CC2)cc1	-70	-6	6	7	1.7	-17	-16	-1	-0.6
O=C(Nc1ccccc1Cl)NC1(C(=O)N2CCCC2)CCCCC1	25	-2	-4	14	-1.0	10	-6	4	-0.6
Cn1c(=O)cc(SCC(=O)NCCC2=CCCCC2)c2ccccc21	-2	1	20	12	-0.2	-32	-17	-11	-0.2
O=C(CSc1ncn[nH]1)N1c2ccccc2Sc2ccccc21	-5	.	6	5	-1.3	21	-1	14	-1.4
Cc1ccc(CN2CCN(/N=C/c3cc(Br)cc(Br)c3O)CC2)c(C)c1	2	0	14	4	0.5	-3	-1[fluorescence artefact?]	2	1.9
CCCS(=O)(=O)N1CCN(CCN2C(=O)c3cccc4cccc(c34)C2=O)CC1	-32	-4	8	7	-1.2	-6	0	24	0.1
O=C(NCc1ccc(F)cc1)c1cccc(S(=O)(=O)N2CCCC2)c1	14	-4	19	7	1.1	28	-8[fluorescence artefact?]	19	0.0
CCC(=O)NC(=S)Nc1ccc(NC(=O)CC)cc1	-11	3	17	8	1.8	-24	-3[fluorescence artefact?]	11	0.6
O=CC1=C(N2CCOCC2)/C(=C/c2ccc(Cl)cc2)CC1	-4	-2	-18	7	-1.4	-8	70	3	1.6
CCOC(=O)N1CCN(C(=O)CSc2cc(C)nc3c(-c4ccccc4OC)c(C)nn23)CC1	-4	-2	-3	4	-1.3	6	-4	-23	0.6
CCc1nnc(NC(=O)C=C(C)C)s1	22	6	18	13	0.1	-13	4	-16	0.0
CN(C)CC(C)(C)CNC(=O)c1cc(Br)cc(Br)c1O	-36	-4	9	6	-0.3	-16	-2	-7	0.4
COC(=O)c1ccc(C2CC(=O)Nc3cc(OC)c(OC)c(OC)c32)cc1 (configuration not stated)	-2	3	-1	9	0.0	-34	-2	-17	-0.3
CC(NC(=O)c1ccc(Cl)c(Cl)c1)c1ccc(-c2ccccc2)cc1 (configuration not stated)	-30	.	16	5	-0.1	36	3	-6	1.0
O=C(c1cc(-c2ccccc2O)on1)N1CCc2ccccc2C1	4	3	14	5	-0.5	106*	0	-7	0.3
COc1ccc(S(=O)(=O)N(CCCN2CCOCC2)Cc2cccc3ccccc23)cc1	9	2	8	12	-0.5	50	0	9	-0.1
CCCOC(=O)c1cc(NC(=O)/C=C/c2ccccc2)ccc1O	-82	6	12	4	-0.1	-13	-12	-14	0.0
CCN1C(=O)S/C(=C/c2ccc(Oc3ccc([N+](=O)[O-])cn3)c(OC)c2)C1=O	-45	6	6	8	-0.1	12	-2	17	1.7
CCN(C(=O)c1c(-c2ccccc2)noc1C)c1ccccc1	43	0	-11	15	-0.5	-2	9[fluorescence artefact?]	-23	-0.6
CC1=NN(/C(=N\c2nnc(C)s2)Nc2ccccc2)[C@H](c2ccc(C)cc2)S1	29	3	2	6	-2.6	-6	-4[fluorescence artefact?]	-3	0.0
CN=CC1=C(O)C(C(=O)OC)C(C)(C)CC1=O (configuration not stated)	-28	0	14	7	-0.3	-17	12	13	0.7
CC1CCCC/C1=N\Nc1ccc(S(N)(=O)=O)cc1[N+](=O)[O-] (configuration not stated)	46	-4	13	5	-1.9	48	1	15	-0.3
Cc1ccccc1/C=N/Nc1ccc(Cl)nn1	-17	-5	19	8	0.0	-15	1	-13	0.0
COC(=O)CN(c1ccc(Cl)cc1C)S(C)(=O)=O	1	5	16	4	-1.0	-3	-7	4	-0.1
C#CCOCCOCCOCCNc1nc(N2CCN(C(=O)Cn3cc(CCCCN)nn3)CC2)nc(N2CCN(C(=O)[C@H](C(C)C)n3cc(CCO)nn3)CC2)n1	9	-6	9	4	0.6	-3	46	-9	0.7
Cc1cc(Br)ccc1NC(=O)C1CCCO1 (configuration not stated)	-4	2	6	8	0.9	-5	9	-3	-0.1
COc1ccc(C(=O)NC(=S)NC(C)(C)C)cc1Br	-22	8	17	12	-0.5	106*	5	-30	1.5
CC(=O)Nc1ccc(NS(C)(=O)=O)cc1	12	0	18	9	0.8	-13	-3	-10	0.9
